# Bioassay records: PubChem BioAssay, several laboratories
# TPT1 inh: inhibitors of Candida albicans tRNA 2'-phosphotransferase TPT1; 0.81% of 300,000 active; AID 1962; inhibition, % at 5 µM; recombinant caTPT1, FP RNA substrate dephosphorylation;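 active = inhibition above the mean of all tested compounds plus 3 SD, set per screening campaign, cut at about 24% in these data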;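 also: plate controls were DMSO alone for no effect and ferristatin control at 100 nM for full effect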
# Efflux pump inh: inhibitors of Candida antifungal efflux pumps expressed in yeast; S. cerevisiae Candida pump triplex, Nile Red efflux; inhibition, % at 10 µM; 0.44% of 330,000 active;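 active = plate passing quality check with inhibition over a set limit, or well fluorescence over plate mean plus 4 SD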;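 also: Nile Red retained in pooled yeast measured as flow cytometry median fluorescence; 0% = buffer negative control and 100% = Enniatin B positive control; higher means more Nile Red kept so more efflux inhibition; some compounds called inactive have numbers as strong as hits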
# PP5 inh: blocks human protein phosphatase 5 activity | P53041 | purified PP5c, OMFP substrate fluorescence | inhibition, % at 6.7 µM | 0.18% of 320,000 active | AID 1987;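 active = inhibition above the campaign's mean inhibition across all tested compounds plus 3 SD, cut at about 9.5% in these data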;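 also: 0% = DMSO only and 100% = 100 µM cantharidin control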
# Target sequence (P53041 whole entry, looked up): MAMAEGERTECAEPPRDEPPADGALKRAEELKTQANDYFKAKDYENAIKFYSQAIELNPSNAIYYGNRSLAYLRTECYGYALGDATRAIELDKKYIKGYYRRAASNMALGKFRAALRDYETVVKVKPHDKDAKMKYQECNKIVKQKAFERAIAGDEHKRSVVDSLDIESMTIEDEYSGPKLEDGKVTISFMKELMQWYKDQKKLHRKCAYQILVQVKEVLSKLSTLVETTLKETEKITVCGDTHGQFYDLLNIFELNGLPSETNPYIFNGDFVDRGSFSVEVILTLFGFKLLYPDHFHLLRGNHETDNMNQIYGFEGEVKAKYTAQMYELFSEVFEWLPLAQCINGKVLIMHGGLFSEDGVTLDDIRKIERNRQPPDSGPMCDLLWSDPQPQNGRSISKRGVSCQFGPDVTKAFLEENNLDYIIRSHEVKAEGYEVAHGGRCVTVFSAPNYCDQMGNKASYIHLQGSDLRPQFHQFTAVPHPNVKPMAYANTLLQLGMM
# PREPL inh: inhibits the human prolyl oligopeptidase-like enzyme. Q4J6C6. recombinant PREPL, fluorescence polarization activity-based probe. inhibition, % at 5.96 µM. 0.68% of 320,000 active. AID 2751; in the data active = inhibition above about 43%;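 also: 0% = enzyme with DMSO and 100% = wells lacking enzyme; many of its hits are not listed in these tables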
# PP1 counter: blocks human PP1-alpha phosphatase, a PP5 counter-screen | P62136 | purified PP1alpha, OMFP fluorescence | inhibition, % at 6.7 µM | 0.9% of 320,000 active | AID 2235;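 active = inhibition above the mean inhibition of all tested compounds plus 3 SD, computed separately for each screening campaign, cut at about 15% in these data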
# Target sequence (P62136 whole entry, looked up): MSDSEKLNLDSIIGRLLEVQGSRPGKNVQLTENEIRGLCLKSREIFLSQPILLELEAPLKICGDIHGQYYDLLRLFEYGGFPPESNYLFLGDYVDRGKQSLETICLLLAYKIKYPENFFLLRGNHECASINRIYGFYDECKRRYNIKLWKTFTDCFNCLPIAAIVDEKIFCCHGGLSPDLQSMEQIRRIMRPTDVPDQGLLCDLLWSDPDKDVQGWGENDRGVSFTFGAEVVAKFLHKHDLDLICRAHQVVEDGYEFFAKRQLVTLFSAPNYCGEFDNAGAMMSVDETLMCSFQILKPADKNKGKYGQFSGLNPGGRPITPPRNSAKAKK
# EBNA-1 inhibitor: blocks EBNA-1 binding to DNA | AID 1950 | EBNA-1 DNA binding, fluorescence polarization | 0.34% of 300,000 active | inhibition, % at 14.8 µM; in the data active = inhibition above about 28%
# ZTA counter: blocks Epstein-Barr virus ZTA, an EBNA-1 counter-screen; ZTA-DNA binding, fluorescence polarization; inhibition, % at 11 µM; 0.15% of 320,000 active; in the data active = inhibition above about 33%
# Target sequence (P03206 whole entry, looked up): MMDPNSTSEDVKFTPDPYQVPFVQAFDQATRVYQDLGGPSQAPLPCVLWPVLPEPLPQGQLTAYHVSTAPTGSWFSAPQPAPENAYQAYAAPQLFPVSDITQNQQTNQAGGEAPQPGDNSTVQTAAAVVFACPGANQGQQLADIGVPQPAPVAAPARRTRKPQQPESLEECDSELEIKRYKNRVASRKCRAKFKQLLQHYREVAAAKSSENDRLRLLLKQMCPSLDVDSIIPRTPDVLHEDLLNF
# HCV core dimer: blocks dimerization of HCV core protein; 0.33% of 300,000 active; TR-FRET GST/Flag-core106 dimerization, 1536-well; inhibition, % at 5 µM;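 active = inhibition above the mean of all tested compounds plus 3 SD, set per screening campaign, cut at about 45% in these data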
#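 System: GST-tagged and Flag-tagged HCV core protein residues 1-106 / Input: core106 proteins, GST 13.5 nM and Flag 17 nM / Buffer or medium: KF-containing HEPES buffer, pH 7.45, DTT, CHAPS, BSA / Probe or stimulus: Eu-anti-GST and XL665-anti-Flag labelled anti-tag antibodies / Schedule: 4 h, 22.5 °C incubation / Technique: TR-FRET 671 and 617 nm emission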
# CTSL1 counter: counter-screen for PFM18AAP inhibitors: inhibitors of F. hepatica cathepsin L1. recombinant F. hepatica cathepsin L1, Z-Leu-Arg-MCA fluorescence. AID 1906. 0.49% of 300,000 active. inhibition, % at 5.96 µM;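 active = inhibition above the mean of all tested compounds plus 3 SD, set per screening campaign, cut at about 17% in these data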;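 also: 0% = plate median of test compound wells and 100% = 1 µM Z-Phe-Ala-diazomethylketone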
# * hit, by the source's call; / = no result given; & = joins results of further samples.
SMILES,TPT1 inh,Efflux pump inh,PP5 inh,PREPL inh,PP1 counter,EBNA-1 inhibitor,ZTA counter,HCV core dimer,CTSL1 counter
COc1cc(C(C(=O)Nc2c(C)cccc2C)N(C)C(=O)c2ccc(-n3cnnn3)cc2)ccc1O (centres undefined),1,0.0,1.2,-3,-4,-10,3,-2,-5
CC(=O)c1ccccc1OCCn1nnc(-c2ccc(C)cc2)n1,1,-0.1,0.4,-31,1,-2,-8,5,-7
COc1ccccc1NC(=O)C1=C(C)N(c2ccccc2)C(=S)NC1c1cccc(C(F)(F)F)c1 (centres undefined),0,0.1,0.0,2,11,0,0,-1,0
CCOC(=O)NC(=O)C(=CNc1cccc(OC)c1)C(=O)NC(=O)OCC,-2,0.0,3.4,-3,-3,14,-7,-6,-2
CCn1c(C)cc(/C=C2/SC(=S)NC2=O)c1C,98*,0.4,-1.0,6,2,4,9,-26,5
CCCOc1ccc(/C=C/c2c([N+](=O)[O-])c(=O)n(C)c(=O)n2C)cc1,3,-0.1,0.9,-2,1,-7,1,15,-2
COCCNS(=O)(=O)c1ccc2c3c(cccc13)C(=O)N2C,-1,-0.1,-9.6,-3,-7,-4,-14,4,10
COc1cccc(NC(=O)CN(C)C(=O)c2cn(-c3ccccc3)nc2-c2cccnc2)c1,/,0.1,2.5,-4,2,/,5,/,/
CC1CCCC(NC(=O)c2cccs2)C1C (centres undefined),/,0.3,3.4,8,-4,/,-6,/,/
CN(C)S(=O)(=O)c1cccc(-c2csc(N/N=C/c3ccco3)n2)c1,9,0.0,0.0,4,5,-2,3,34,-4
CCCOc1cc(C)nc(-c2ccccc2O)n1,-7,0.0,3.0,15,-1,-9,-19,-2,-4
COc1ccccc1NC(=O)CC(NCc1ccccc1)C(=O)O (centres undefined),-4,0.3,1.7,13,1,-1,-6,-5,0
O=C(NCCc1ccc(Cl)cc1)c1cc(-c2ccccn2)nc2ccccc12,-1,0.1,-0.7,2,2,5,7,5,5
O=C(CCn1c(=O)sc2ccccc21)NCCC1=CCCCC1,1,0.0,3.9,-43,2,-13,10,7,2
CS(=O)(=O)c1cnc(-c2cccnc2)nc1N,0,0.0,3.4,-8,-1,-4,5,-1,0
Cc1ncsc1CCOC(=O)c1cccc([N+](=O)[O-])c1,-1&1,-0.6&0.1,3.2&2.4,0&1,3&-5,-2&-2,-10&1,-9&-1,-2&1
CCOC(=O)c1cnc(-n2nc(C)cc2C)nc1Nc1cccc(C(=O)O)c1,3,-0.1,0.8,8,-3,0,-4,-2,0
CN(NC(=O)c1ccccc1)C1=NS(=O)(=O)c2ccccc21,0,-0.1,0.5,0,0,-2,5,1,-2
Cn1cnnc1SCC(=O)N1N=C2/C(=C/c3ccco3)CCCC2C1c1ccco1 (centres undefined),-1,-0.1,-0.2,10,-5,-6,-10,-7,14
CCOc1ccc2sc(NS(=O)(=O)c3ccc(OC)c(OC)c3)nc2c1,-13,0.2,1.9,3,3,2,-11,0,1
CC(=O)c1cccc(NC(=S)NC(=O)c2ccccc2Br)c1,-3,-0.1,2.6,10,3,6,-8,0,-4
Cc1ccc(C2CC(=O)Nc3cc4c(cc32)OCO4)o1 (centres undefined),5,0.0,5.1,4,3,5,-17,-1,0
S=C(NCCc1ccccc1)N/N=C/c1cccs1,2,-0.1,4.0,2,0,-1,1,-6,3
COc1cc(/C=N/Nc2nncn2/N=C/c2ccc(O)c(OC)c2)ccc1O,-3,-0.1,2.9,0,1,-17,9,-15,3
CCOC(=O)c1c(C)[nH]c(C(=O)CN2CCOCC2)c1C,-3,0.0,2.1,3,-3,1,-26,-2,0
Cc1ccccc1OCCn1c(=O)sc2ccccc21,1,0.2,2.6,-22,2,-8,6,10,2
O=c1oc2ccccc2nc1/C=C(\O)c1ccc(Br)cc1,0,0.0,0.4,7,-1,-3,-2,-3,0
Cc1ccc(C)c(N(C(=O)c2snc(C(N)=O)c2N)C(C(=O)NCC2CCCO2)c2ccc(C)o2)c1 (centres undefined),-2,0.4,0.3,-3,0,-13,4,5,2
O=C(NCCc1ccc(Cl)cc1)C1CCCN1C(=O)Nc1ccc(F)cc1 (centres undefined),1,0.1,1.1,4,-1,6,9,3,-4
O=C(CSc1nnc(Cc2ccccc2)o1)N1CCCC1,-2,0.0,0.0,5,-6,1,4,3,-2
COc1ccc(OCCNC(=O)c2ccccc2OCC(=O)N2CCCCC2)cc1,-5,-0.1,-0.7,9,-1,9,-13,-1,3
CCOc1cccc(C=Nc2cc(C)cc(C)c2O)c1O,-1,0.1,-0.4,7,0,13,11,-4,2
Cc1cccn2c(=O)c(C(=O)NCCCN3CCCCC3C)c(O)nc12 (centres undefined),-4,0.0,0.1,-3,-2,6,5,5,-2
COc1cccc(C(=O)Cn2c(NCCO)nc3ccccc32)c1,-3,-0.1,2.1,-3,-2,2,13,7,-1
O=C(Oc1ccccc1-c1nnco1)c1ccccc1,-1,0.1,0.0,7,0,12,1,-2,2
COc1ccc(Br)cc1/C=N/NC(=O)c1ccc(OC)c(OC)c1,1,0.1,1.5,6,-2,-4,-3,0,0
Cc1nc(SCC(=O)c2cc3ccccc3oc2=O)c(C#N)c(-c2ccccc2)c1C(=O)Nc1ccccc1,5,-0.1,1.8,2,0,8,-5,18,-1
C=CCNC(=O)c1ccccc1NC(=O)c1ccc(Cl)c(S(=O)(=O)Nc2ccccc2)c1,0,0.4,3.0,5,-1,1,-5,2,3
CCCCNC(=O)COC(=O)c1c2c(nc3ccccc13)CCC2,0,0.0,2.3,-2,2,-7,-5,33,-3
C=C(C)C1CCC(C)=C1CC(C)(C)/C=N\n1cnnc1 (centres undefined),-3,-0.1,0.4,4,0,-1,8,2,9
CC(C)(C)Nc1c2ccccc2nc2ccccc12,2,0.0,1.3,14,-3,6,-7,-5,-2
O=C(CCNS(=O)(=O)c1ccc(Br)cc1)NC1CCCCC1,-2,0.1,-1.1,14,-4,-9,6,-2,-1
Cc1ccc(S(=O)(=O)N(C)C)cc1NC(=O)COC(=O)c1n[nH]c(=O)c2ccccc12,2,0.0,-1.7,-2,-6,4,25,1,-9
CC(NC(=O)c1ccc2ccccc2n1)c1ccc(S(N)(=O)=O)cc1 (centres undefined),5,0.2,1.6,8,4,-13,6,6,4
Cn1ncc2c(NNC(=O)Cc3cccc4ccccc34)ncnc21,-3,0.1,-1.1,-1,-4,-2,-4,2,-1

# Reprinted from the results shown, 15 compounds:
SMILES,TPT1 inh,Efflux pump inh,PP5 inh,PREPL inh,PP1 counter,EBNA-1 inhibitor,ZTA counter,HCV core dimer,CTSL1 counter
Cc1ccc(C)c(N(C(=O)c2snc(C(N)=O)c2N)C(C(=O)NCC2CCCO2)c2ccc(C)o2)c1 (centres undefined),-2,0.4,0.3,-3,0,-13,4,5,2
O=C(NCCc1ccc(Cl)cc1)C1CCCN1C(=O)Nc1ccc(F)cc1 (centres undefined),1,0.1,1.1,4,-1,6,9,3,-4
O=C(CSc1nnc(Cc2ccccc2)o1)N1CCCC1,-2,0.0,0.0,5,-6,1,4,3,-2
COc1ccc(OCCNC(=O)c2ccccc2OCC(=O)N2CCCCC2)cc1,-5,-0.1,-0.7,9,-1,9,-13,-1,3
CCOc1cccc(C=Nc2cc(C)cc(C)c2O)c1O,-1,0.1,-0.4,7,0,13,11,-4,2
Cc1cccn2c(=O)c(C(=O)NCCCN3CCCCC3C)c(O)nc12 (centres undefined),-4,0.0,0.1,-3,-2,6,5,5,-2
COc1cccc(C(=O)Cn2c(NCCO)nc3ccccc32)c1,-3,-0.1,2.1,-3,-2,2,13,7,-1
O=C(Oc1ccccc1-c1nnco1)c1ccccc1,-1,0.1,0.0,7,0,12,1,-2,2
COc1ccc(Br)cc1/C=N/NC(=O)c1ccc(OC)c(OC)c1,1,0.1,1.5,6,-2,-4,-3,0,0
Cc1nc(SCC(=O)c2cc3ccccc3oc2=O)c(C#N)c(-c2ccccc2)c1C(=O)Nc1ccccc1,5,-0.1,1.8,2,0,8,-5,18,-1
C=CCNC(=O)c1ccccc1NC(=O)c1ccc(Cl)c(S(=O)(=O)Nc2ccccc2)c1,0,0.4,3.0,5,-1,1,-5,2,3
CCCCNC(=O)COC(=O)c1c2c(nc3ccccc13)CCC2,0,0.0,2.3,-2,2,-7,-5,33,-3
C=C(C)C1CCC(C)=C1CC(C)(C)/C=N\n1cnnc1 (centres undefined),-3,-0.1,0.4,4,0,-1,8,2,9
CC(C)(C)Nc1c2ccccc2nc2ccccc12,2,0.0,1.3,14,-3,6,-7,-5,-2
O=C(CCNS(=O)(=O)c1ccc(Br)cc1)NC1CCCCC1,-2,0.1,-1.1,14,-4,-9,6,-2,-1

# The list continues.
SMILES,TPT1 inh,Efflux pump inh,PP5 inh,PREPL inh,PP1 counter,EBNA-1 inhibitor,ZTA counter,HCV core dimer,CTSL1 counter
CCc1c(C(=O)Nc2nnc(C3CC3)s2)csc1C,2,0.3,2.2,11,-1,-4,9,-2,-1
C/C(=N/NC(=O)Cc1cccc2ccccc12)c1cccs1,-3,-0.1,2.3,16,0,10,-10,2,5
Cc1ccc(NC(=O)CCOc2ccccc2)cc1,-1,0.0,-1.0,-17,-6,-7,-8,4,-2
CC12CCC(=O)N1C(C(=O)NCCc1ccc(F)cc1)CS2 (centres undefined),2,-0.1,0.9,6,3,8,-1,-3,2
CCOC(=O)c1c(N)n(-c2ccc(N)cc2)c2nc3ccccc3nc12,1,0.1,1.2,-2,3,-3,2,9,-1
CCOC(=O)C1(CCOc2ccccc2)CCN(C(=O)CCSC)CC1,-4,0.0,-2.1,7,0,-1,37*,7,1
CCCN(C(=O)c1ccc(OCC(C)C)cc1)c1c(N)n(Cc2ccccc2)c(=O)[nH]c1=O,-2,-0.2,-1.9,-3,-5,7,14,-2,3
COc1cc(S(=O)(=O)N2CCC(O)(c3cccc(C(F)(F)F)c3)CC2)ccc1-n1cnnn1,-4,0.0,5.2,-2,0,-3,-3,4,-4
CCOC(=O)c1c(C)[nH]c(C)c1S(=O)(=O)NCc1ccccc1OCC,2,-0.1,-1.4,2,0,-2,-1,1,3
O=C(Cn1ccc(C(F)(F)F)n1)Nc1cccc(S(=O)(=O)N2CCCCC2)c1,-5,-0.1,1.6,5,-1,7,6,2,3
COc1ccc(-c2cc(C#N)nc(N3CCNCC3)n2)cc1,-3,0.1,2.9,-60,5,8,7,1,1
O=[N+]([O-])c1ccccc1S(=O)(=O)c1ccccc1,2,0.1,1.9,0,3,-14,-8,-2,0
CN1C(=O)/C(=C2/C=Cc3ccccc3N2CCCS(=O)(=O)O)SC1=S,-3,-0.1,5.4,9,4,-6,6,-19,7
CC(c1ccccc1)n1c(N2CCN(C)CC2)nc2c1c(=O)[nH]c(=O)n2C (centres undefined),4,0.3,-2.2,-1,1,-23,-11,-2,1
CCOC(=O)C1C(=O)NC(SCC(=O)OC)=C(C#N)C1c1ccccc1OCC (centres undefined),2,0.1,4.9,5,-2,-15,-20,-6,2
CC(CCc1ccccc1)NC(=O)C1CCN(S(=O)(=O)c2cnc[nH]2)CC1 (centres undefined),-6,0.0,-1.3,-3,2,2,-11,-4,0
COC(=O)[C@@H]1CC[C@H](C)[C@@H](c2ccc(C)cc2)N1C(=O)c1ccc(/C=N/OCC[C@@H]2C=C[C@H](OC(C)=O)[C@@H](COC(C)=O)O2)cc1,2,0.2,5.9,5,3,2,-8,2,2

# Some of the compounds tested; the hit share may differ from the screen's.
